# SIAE inh – human SIAE inhibitors, primary screen, biochemical, fluorescence polarization, FP-Rh probe, 1536-well HTS. SIAE FP-Rh probe binding. hit rate 0.69% among 370,000. Sialate O-acetylesterase (Homo sapiens), Q9HAT2. inhibition, % at 9.66 µM;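 active means inhibition above a cutoff: mean of compounds within the control limits plus 3 SD of those, cut at about 17% in these data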;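 further: 0% = plate median of compound wells and 100% = probe without SIAE protein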
# ABHD4 inh – ABHD4 inhibitors, primary screen, biochemical, fluorescence polarization, mouse | purified mABHD4, FP-Rh probe fluorescence polarization | AID 720543, 2013 | hit rate 0.54% among 370,000 | inhibition, % at 8.92 µM | (Lyso)-N-acylphosphatidylethanolamine lipase (Mus musculus), Q8VD66;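 active means inhibition exceeding the mean over every tested compound plus 3 SD, cut at about 30% in these data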;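 further: 0% = plate median of compound wells and 100% = S159A mutant with DMSO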
# Target sequence (Q8VD66 whole entry, looked up): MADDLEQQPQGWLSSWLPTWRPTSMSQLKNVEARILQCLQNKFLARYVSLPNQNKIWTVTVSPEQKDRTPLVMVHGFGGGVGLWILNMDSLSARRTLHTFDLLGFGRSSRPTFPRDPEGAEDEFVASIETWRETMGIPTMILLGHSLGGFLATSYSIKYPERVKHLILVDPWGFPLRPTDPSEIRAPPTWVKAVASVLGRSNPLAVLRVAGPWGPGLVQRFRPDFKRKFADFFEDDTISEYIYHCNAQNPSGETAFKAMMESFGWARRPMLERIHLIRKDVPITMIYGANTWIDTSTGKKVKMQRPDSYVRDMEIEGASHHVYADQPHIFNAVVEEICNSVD
#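 Material: mouse ABHD4 enzyme, wild type; Benchmarks: S159A mutant high control, sample median low control; Buffer or medium: HEPES pH 7.0, NaCl, Pluronic buffer; Signal: fluorescence polarization; Read-out: percent inhibition of probe binding, normalized to plate controls; Timing: pre-incubation 45 min, probe exposure 60 min, at 25 °C; Dosing: 8.92 µM, single dose.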
# UHRF1 MBD2 ctr – UHRF1 methylated DNA binding inhibitors, primary screen, counter-screen for MBD2 inhibitor project, biochemical, TR-FRET, human UHRF1, single concentration. hit rate 0.75% among 370,000. E3 ubiquitin-protein ligase UHRF1 (Homo sapiens), Q96T88. inhibition, % at 4.4 µM. AID 687016, 2013. UHRF1 binding to methylated oligo; in the data active means inhibition above about 21%;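 further: UHRF1 SRA domain binding a hemimethylated CpG hairpin DNA probe; 0% = median of test compound wells and 100% = reference inhibitor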
# MBD2 DNA inh – inhibitors of MBD2 binding to methylated DNA, primary screen, biochemical, TR-FRET, DNA-binding domain, human | hit rate 0.31% among 370,000 | AID 686964, 2013 | MBD2 binding to methylated oligonucleotide | inhibition, % at 4.4 µM | Methyl-CpG-binding domain protein 2 (Homo sapiens), Q9UBB5; in the data active means inhibition above about 13%
# GC-A act – GC-A stimulated cGMP production enhancers – HEK293 GC-A cells, cGMP TR-FRET, EC30 ANP, primary screen; Atrial natriuretic peptide receptor 1 (Homo sapiens), P16066; 0% at EC30 ANP, 100% saturating ANP; activation, % at 10 µM; hit rate 0.14% among 370,000; AID 1671463, 2021; in the data active means activation above about 40%
# HTRA1 inhibitor – HTRA1 serine protease inhibitors, primary screen, biochemical, fluorescence polarization, HTS; recombinant HTRA1, FP-rhodamine activity-based probe; inhibition, % at 5.96 µM; hit rate 0.5% among 340,000; AID 504803, 2011; in the data active means inhibition above about 36%;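 further: 0% = enzyme with DMSO and 100% = wells lacking enzyme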
# Target sequence (Q92743 whole entry, looked up): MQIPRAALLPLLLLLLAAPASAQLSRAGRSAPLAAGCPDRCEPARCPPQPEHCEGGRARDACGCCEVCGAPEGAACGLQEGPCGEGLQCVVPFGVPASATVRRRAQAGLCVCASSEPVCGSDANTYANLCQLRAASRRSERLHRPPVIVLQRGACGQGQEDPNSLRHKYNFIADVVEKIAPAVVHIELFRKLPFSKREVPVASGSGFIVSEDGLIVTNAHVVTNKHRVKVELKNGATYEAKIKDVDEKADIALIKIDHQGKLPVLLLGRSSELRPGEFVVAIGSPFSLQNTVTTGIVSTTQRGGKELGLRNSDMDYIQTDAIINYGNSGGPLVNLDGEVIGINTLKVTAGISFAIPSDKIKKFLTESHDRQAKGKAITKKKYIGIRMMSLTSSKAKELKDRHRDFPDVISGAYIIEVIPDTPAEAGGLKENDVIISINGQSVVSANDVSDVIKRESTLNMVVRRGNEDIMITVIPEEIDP
# GC-B act – human GC-B receptor activators, primary screen, HEK293 GC-B cells, cGMP TR-FRET, EC30 CNP | 0% at EC30 CNP, 100% saturating CNP | Atrial natriuretic peptide receptor 2 (Homo sapiens), P20594 | hit rate 0.11% among 370,000 | activation, % at 10 µM;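 active means activation at 10 µM reaching about 35% in either raw or pattern-adjusted values, limit read from the data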
# TCR-CD3 inh – inhibitors of human TCR-CD3 interaction, primary screen, biochemical, fluorescence, TAMRA-labeled TCR probe; T-cell receptor (TCR); hit rate 0.37% among 360,000; inhibition, % at 9.4 µM; in the data active means inhibition above about 19%;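 further: recombinant mutant TCR 2C K166C tagged with TAMRA read by polarization; 0% = receptor in buffer alone and 100% = receptor with positive control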
# rCAG RNA binder – binders of r(CAG) RNA repeats, primary screen, biochemical, fluorescence | hit rate 1.3% among 370,000 | r(CAG) RNA repeat, TO-PRO-1 dye displacement fluorescence | inhibition, % at 3 µM;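 active means inhibition above the plate cutoff, the mean of all test compounds on that plate plus 3 SD, cut at about 35% in these data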;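 further: 0% = DMSO alone and 100% = 100 µM mitoxantrone as full dye displacement; higher means more dye released from RNA so lower well fluorescence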
# PRMT1 inh – PRMT1 methyltransferase inhibitors, primary screen, biochemical, fluorescence polarization; Protein arginine N-methyltransferase 1 (Homo sapiens), Q99873; recombinant PRMT1, activity-based probe fluorescence polarization; inhibition, % at 2.79 µM; hit rate 1.3% among 370,000;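 active means inhibition above about 21% made by adding two undisclosed values, limit read from the data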
# An asterisk follows results filed as active; x = not tested or not shown. This is a subset; rates above refer to the full screens.
SMILES,SIAE inh,ABHD4 inh,UHRF1 MBD2 ctr,MBD2 DNA inh,GC-A act,HTRA1 inhibitor,GC-B act,TCR-CD3 inh,rCAG RNA binder,PRMT1 inh
CC1CCCC(NC(=O)Cn2cc3c(n2)CCCCC3)C1C (stereo unspecified),3,-6,-3,3,3,5,-3,4,-3,-3
CC(NC(=O)C1CCN(C(=O)Nc2ccccc2)CC1)c1ccccc1 (stereo unspecified),6,6,1,2,4,-2,-2,-2,-2,3
Cc1ccc2ncnc(Oc3ncccc3NC(=O)C(C)(C)C)c2c1,5,-2,-6,-6,2,4,-2,1,1,-3
CNC[C@H]1Oc2ccc(NC(=O)Nc3ccccc3)cc2CC(=O)N([C@H](C)CO)C[C@H]1C,11,-13,-1,2,0,4,-1,3,9,2
CCN(CC)S(=O)(=O)c1ccc(N/N=C(\C)c2ccc3c(c2)OCO3)c([N+](=O)[O-])c1,3,-9,3,-1,2,2,2,2,1,2
Cc1ccccc1C(=O)Nc1ccc(C(=O)N/N=C/c2ccccn2)cc1,9,-3,1,5,2,3,0,-6,2,11
CN(C)S(=O)(=O)c1cccc(C(=O)Nc2ccccc2C(=O)NC2CC2)c1,-4,1,-2,-4,2,-16,2,1,4,3
Cc1cccc(NC(=O)CNC(=O)CNC(=O)Cc2ccccc2)c1,2,5,1,-2,3,1,-3,-3,-5,-1
N#CCSc1nc2c(c(=O)n1Cc1ccccc1)C1(CCCC1)Cc1ccccc1-2,-4,2,-1,1,5,2,6,3,8,-1
COC(=O)c1c(C)oc(C)c1S(=O)(=O)NCc1cccs1,-1,2,2,1,-3,-1,4,-6,-5,2
COC(=O)c1ccc2c(=O)n(CCCCCC(=O)NC(C)C)c(=O)[nH]c2c1,-9,-12,3,6,5,1,3,-9,-4,4
CCOc1cc2nc(-c3ccc(OC)c(OC)c3)nc(N3CCOCC3)c2cc1OC,-2,1,3,0,8,x,8,3,-5,2
COc1ccc(C(=O)N2CCC(Oc3cccnc3)CC2)c(OC)c1,5,10,-1,1,3,x,1,x,1,4
O=C(Cn1nnc(-c2ccccc2Cl)n1)NCc1ccc2c(c1)OCO2,-9,-16,7,3,1,4,-6,-7,4,5
O=C(O)c1ccc(N2CCS(=O)(=O)CC2)cc1,0,3,0,-8,-3,0,-2,0,-2,3
COCCCNC(=O)c1ccc(CN2CCc3ccccc3C2)cc1,-6,-4,1,2,5,2,1,-4,-7,0
COc1cc(NC(=O)COC(=O)/C=C/c2ccc(O)c(OC)c2)cc(OC)c1,-3,-5,-1,-4,-12,-2,-4,1,5,-6
Cc1c(C(=O)O)sc(=S)n1-c1ccccc1,2,-2,-1,3,2,-1,5,6,2,1
O=C1CCN(Cc2ccc([N+](=O)[O-])cc2)CCN1[C@H](CO)Cc1ccccc1,1,0,-1,-2,-1,-1,2,4,-4,1
COc1ccc(C(=O)N2CCN(Cc3cc(OC)c(O)c(OC)c3)CC2)cc1OC,-1,9,3,5,4,3,-2,-9,-5,4

# Results in MBD2 DNA inh, GC-A act and TCR-CD3 inh, for some of the entries so far:
Compound	MBD2 DNA inh	GC-A act	TCR-CD3 inh
Cc1ccc2ncnc(Oc3ncccc3NC(=O)C(C)(C)C)c2c1	-6	2	1
O=C(Cn1nnc(-c2ccccc2Cl)n1)NCc1ccc2c(c1)OCO2	3	1	-7
COCCCNC(=O)c1ccc(CN2CCc3ccccc3C2)cc1	2	5	-4

# The list goes on:
SMILES,SIAE inh,ABHD4 inh,UHRF1 MBD2 ctr,MBD2 DNA inh,GC-A act,HTRA1 inhibitor,GC-B act,TCR-CD3 inh,rCAG RNA binder,PRMT1 inh
CCCn1cc(S(=O)(=O)CC(=O)N2CCc3ccccc32)c2ccccc21,3,-5,5,0,-12,-3,-5,-3,3,0
Cc1nc2sccn2c(=O)c1S(=O)(=O)NCC1CCN(Cc2ccc(Cl)cc2)CC1,1,9,-2,2,-1,-5,6,9,2,-2
COCCn1nnnc1C(c1cc2ccc(OC)cc2[nH]c1=O)N1CCc2ccccc2C1 (stereo unspecified),8,4,-6,-12,-1,3,3,0,1,11
Cc1cc(/C(N)=N/OC(=O)c2ccccc2Cl)no1,-3,2,1,-1,5,x,-8,1,-2,0
COC(=O)c1cc(C(=O)NCCN2C(=O)S/C(=C\c3cccs3)C2=O)cc([N+](=O)[O-])c1,-2,-5,-5,-3,-3,-6,-2,7,7,-2
CCc1ccc2nc(N(CCCN(C)C)C(=O)c3ccc(C(=O)c4ccccc4)cc3)sc2c1,0,10,2,3,-7,-18,-3,-8,-1,-2
COc1ccc(OC)c(C2C(C#N)=C(N)Oc3cc(C)[nH]c(=O)c32)c1 (stereo unspecified),-1,5,1,0,1,4,8,-2,1,0
CCCOC(=O)c1cccc(Nc2nc(-c3cccnc3)nc3ccccc23)c1,-25,-5,1,5,18,-95,22,-2,6,3
COc1ccc(C(=O)N[C@H](C(=O)NCCc2ccc3c(c2)OCCO3)C(C)C)cc1,1,4,-2,-2,-2,-3,-3,9,2,-1
CCN(Cc1ccccc1)S(=O)(=O)c1ccc(C(=O)N2CCN(c3nc4ccccc4s3)CC2)cc1,-4,0,-2,0,-2,-10,1,-2,0,-2
CC(=O)N1CCN(c2c(F)c(F)c(C(F)(F)F)c(F)c2F)CC1,2,-6,1,-5,-1,-3,2,0,-4,13
COc1ccc(C2=CC(c3ccc(OC)c(OC)c3)n3nnnc3N2)c(OC)c1 (stereo unspecified),1,-4,-1,1,7,0,1,6,-2,-3
CC(C)CN(C)C(=O)CCc1nnc(Cc2cccc(C(F)(F)F)c2)o1,-8,-1,1,-3,2,5,-6,4,0,2
C=C(C)CNC(=S)N/N=C/c1ccc(NC(C)=O)cc1,12,-2,-1,-7,0,0,-5,4,-1,-4
COc1ccc(Cl)cc1NC(=O)NNC(=O)C(=O)Nc1ccc(F)cc1,-23,0,-2,0,-1,9,-6,6,4,-4
CCOC(=O)[C@H]1[C@H]2COc3ccc(C)cc3[C@@H]2N2C(=O)[C@@H](CO)NC(=O)[C@@]12C,4,1,1,5,2,0,6,3,1,3
O=C(NCCCN1CCOCC1)C1CCN(S(=O)(=O)c2c(Cl)cccc2Cl)CC1,-5,3,-1,-3,5,3,2,1,-8,0
CC(Oc1ccc(Cl)cc1Cl)C(=O)NN=C1CCN(C)CC1 (stereo unspecified),8,1,-1,0,-1,-2,-1,5,1,-1
CCOC(=O)C1=C(C(=O)OCC)C2N(Cc3ccc(C#N)cc3)c3ccccc3[C@@]23C[C@@H](C(=O)OC)N(S(=O)(=O)c2cccs2)C3=N1 (stereo partly specified),6,-1,1,-6,0,x,5,-3,17,2
CCOC(=O)[C@H]1[C@H]2COc3ccc(C)cc3[C@@H]2N2C(=O)CN(C)C(=O)[C@@]12C,6,1,3,4,0,4,2,-1,4,1

# Entries of single compounds, quoted from the list.
# Profile of `CCCOC(=O)c1cccc(Nc2nc(-c3cccnc3)nc3ccccc23)c1` : SIAE inh = -25; ABHD4 inh = -5; UHRF1 MBD2 ctr = 1; MBD2 DNA inh = 5; GC-A act = 18; HTRA1 inhibitor = -95; GC-B act = 22; TCR-CD3 inh = -2; rCAG RNA binder = 6; PRMT1 inh = 3
# Profile of `CC(C)CN(C)C(=O)CCc1nnc(Cc2cccc(C(F)(F)F)c2)o1` : SIAE inh = -8; ABHD4 inh = -1; UHRF1 MBD2 ctr = 1; MBD2 DNA inh = -3; GC-A act = 2; HTRA1 inhibitor = 5; GC-B act = -6; TCR-CD3 inh = 4; rCAG RNA binder = 0; PRMT1 inh = 2

# (more compounds)
SMILES,SIAE inh,ABHD4 inh,UHRF1 MBD2 ctr,MBD2 DNA inh,GC-A act,HTRA1 inhibitor,GC-B act,TCR-CD3 inh,rCAG RNA binder,PRMT1 inh
O=C(NNc1nc2ccccc2nc1C(F)(F)F)c1ccccc1,12,1,-2,-3,1,8,-6,5,4,-1
COc1ccccc1CNC(=O)c1cc(-c2cc(Cl)ccc2C)n[nH]1,-12,-33,0,-3,7,x,10,2,2,-3
COc1cccc(C(=O)NNC(=O)c2sccc2-n2cccc2)c1,2,-2,-2,-2,0,11,0,7,-1,-6
CC1(C(=O)NS(=O)(=O)c2cccc(Cl)c2)CCN1C(=O)Cc1ccsc1 (stereo unspecified),2,-2,2,0,3,x,4,-12,5,-1
CCCCC(C(=O)NC(=O)NCc1ccccc1)N1C(=O)c2ccccc2C1=O (stereo unspecified),0,-5,23*,12,2,-16,-7,0,3,1
CCN(CC)C(=O)[C@H]1CC(CC(=O)NCC23CC4CC(CC(C4)C2)C3)C(=O)N2CCc3c([nH]c4ccccc34)[C@]12C (stereo partly specified),-1,-4,0,5,-7,2,1,-5,3,2
Cc1ccc([N+](=O)[O-])cc1N(CC(=O)NC1CCCC1)S(C)(=O)=O,4,1,-2,-2,0,3,0,-1,-1,-4
O=C(CSc1nnc2ccccn12)NCCc1ccc(Cl)cc1,3,0,0,-1,-1,-12,3,0,-2,-5
Cc1c(C(=O)N2CCOCC2)c(S(=O)(=O)Nc2ccc(C(C)C)cc2)c(C)n1C,9,1,-2,-2,2,5,3,10,0,-2
CCOc1ccccc1-c1nc(CN(Cc2cnn(C)c2)C(C)C)c(C)o1,-7,-3,1,8,-7,0,-4,0,-8,-9
CCOC(=O)C1CCN(C(=O)c2cccnc2)CC1,7,0,0,0,5,2,12,12,2,2
COc1ccc(-n2nnc3c(SCC(=O)N4CCCc5ccccc54)ncnc32)cc1,5,5,1,3,-2,-1,1,-14,-3,7

# Source: PubChem BioAssay (several laboratories)
